Screening results (PubChem BioAssay)
All columns: NCI-60 one-dose screen, growth in % after 48 h at 10 µM unless noted; 100 = growth as untreated, 0 = no growth, -100 = all killed.
OVCAR-4 = OVCAR-4 ovarian cancer cells. actives 3.7% (n = 80,000). AID 1794784
SK-OV-3 = SK-OV-3 ovarian cancer cells; actives 3.2% (n = 80,000); AID 1794785
OVCAR-8 = OVCAR-8 ovarian cancer | actives 4.4% (n = 81,000) | AID 1794782
DU-145 = DU-145 prostate cancer; actives 4.2% (n = 81,000)
SF-268 = SF-268 CNS cancer cells; actives 3.1% (n = 82,000)
OVCAR-5 = OVCAR-5 ovarian cancer; actives 2.9% (n = 82,000); AID 1794783
U251 = U251 CNS tumor cells | actives 5.4% (n = 80,000) | AID 1794753
PC-3 = PC-3 prostate cancer cells; actives 3.9% (n = 80,000); AID 1794754
OVCAR-3 = OVCAR-3 ovarian cancer; actives 7% (n = 79,000); AID 1794787
Active calls of the source: *; x = no result given; & = joins results of further samples. Rule for the calls: active = growth percent below 10; inactive = the rest.

Structure	OVCAR-4	SK-OV-3	OVCAR-8	DU-145	SF-268	OVCAR-5	U251	PC-3	OVCAR-3
Cc1noc(C)c1-c1ccc2[nH]c(=O)nc(-c3ccccc3)c2c1	86	86	88	101	91	93	87	84	95
C1=C2CCCCC3=Cc4ccccc4OC23Oc2ccccc21	105	91	100	106	91	112	69	57	109
CCCCn1c(=O)c(/C=C/c2cc(/C=C/c3cc4cc(C)ccc4n(CCCC)c3=O)[nH]n2)cc2cc(C)ccc21	119	92	105	102	105	98	97	103	101
Nc1o[nH]c(=O)c1Cc1ccccc1	101	102	104	114	115	106	107	94	189
COc1ccc(/C=C\c2cccc(Cl)c2)cc1	86	108	105	105	107	92	93	92	101
CN1C(=O)C2(C(C#N)=C(c3ccccc3)Nc3c2c(-c2ccccc2)nn3-c2ccccc2)c2ccccc21 (stereo not given)	90	81	92	97	91	100	84	77	108
Cc1cccc(C(=O)OCCC(C)C)c1	115	103	101	103	97	105	96	95	105
CCN1CNC(=O)NC1	x	106	106	106	106	102	103	96	115
C=C(C)C1CCC(C(=O)O)CC1 (stereo not given)	54	111	x	96	119	97	93	86	106
CN(C)CCCNS(=O)(=O)c1ccc(Cl)c([N+](=O)[O-])c1	109	111	100	112	101	104	100	98	108
CCCCCCCCCCCCCCCCCCNC(=O)[C@H]1CSC(c2ccc(F)c(OC)c2)N1 (stereo not given in full)	-3.8*	10	-28*	27	-70*	-88*	-97*	34	-86*
Cn1c(=O)c2nc3c(=O)n(C)c(=O)n(C)c3nc2n(C)c1=O	108	97	108	117	108	91	103	97	107
C=C(C)[C@@H]1CC[C@]2(C(=O)ON)CC[C@]3(C)[C@H](CC[C@@H]4[C@@]5(C)C/C(=C/c6ccc(Br)cc6)C(=O)C(C)(C)[C@@H]5CC[C@]43C)[C@@H]12	76	99	69	79	81	86	71	46	78
N#Cc1c(-c2ccccc2)cc(-c2ccc(Nc3nc(Nc4ccc(Cl)cc4)nc(Nc4ccc(Cl)cc4)n3)cc2)nc1N	-15*	110	33	34	52	63	-35*	21	-54*
CCN(CC)CCCNc1nc(SC)nc(-c2cccc([N+](=O)[O-])c2)c1C#N	92	97	97	108	88	92	x	99	106
OC(Cc1cccc(/C=N/N2CCOCC2)n1)(C(F)(F)F)C(F)(F)F	99&116	103&110	104&98	108&111	101	104&89	102&99	104&92	105&108
COc1ccc(C(=O)Cn2cnc3c(Nc4cc(C(=O)Nc5ccc(N6CCN(CCO)CC6)cc5)ccc4C)ncnc32)cc1	106	99	104	105	99	104	105	105	100
CSc1nc(=O)n(Cc2ccc(Cl)cc2)c(=O)n1Cc1ccc(C(=O)O)cc1	87	108	x	115	110	99	120	85	110
CCc1c2cc(Cl)ccc2n2cc(Cc3ccccc3)[nH]c(=O)c12	102	103	99	104	95	94	100	97	99
CC(=O)Nc1ccc2c(c1)CN1C(=O)c3ccccc3C1=N2	108	109	x	123	109	112	101	96	109
Cc1cc(C(=O)Nc2ncc(Cc3ccccc3)s2)c(C)o1	62	86	72	71	65	63	60	68	83
Clc1ccc(CSc2cnnc3ccccc23)cc1Cl	67	93	91	93	87	89	83	77	76
N/C(=N\c1nc2ccccc2s1)C(Cl)(Cl)Cl	94	92	96	98	104	102	91	91	106
CC(=O)c1ccc(-n2c(-c3cc(-c4ccsc4)n[nH]3)n[nH]c2=S)cc1	105	104	99	110	107	98	102	84	113
COc1ccc2nc(N)ccc2c1	87	104	86	87	95	108	92	73	105
COc1ccc(/C(C)=C(\c2ccc(Cl)cc2)c2ccc(OCCN3CCOCC3)cc2)cc1	96	112	97	105	94	94	96	79	97
CCNC(=O)c1[nH]cc(-c2ccccc2)c1-c1ccccc1OC	101	108	99	108	100	102	98	93	108
O=c1cc(-c2ccccc2)oc2cc(O)ccc12	144	110	100	145	97	96	108	108	96
O=C(Nc1c(Cl)cccc1Cl)OCc1ccc2c(c1)OCO2	101	114	91	96	95	91	x	93	92
COC(=O)CCCNC(=O)C(c1ccc(O)c(O)c1O)N(C(=O)c1cc(O)c(O)c(O)c1)c1ccc(Cl)cc1 (stereo not given)	101	78	96	105	98	100	89	81	99
C=CCSc1nnc(-c2ccc3nc(-c4cc(OC)c(OC)c(OC)c4)[nH]c3c2)o1	104	103	112	105	110	128	121	104	120
Cc1ccc(-c2csc(NC(=O)c3cc(-c4ccccc4)nc4ccc(Cl)cc34)n2)cc1	101	100	70	98	88	102	101	91	94
CCOC(=O)C(Cc1cn(C)c2ccccc12)(NC(C)=O)C(=O)OCC	94	107	109	104	96	106	98	90	106
COc1ccc(-c2nc(N/N=C/c3c[nH]c4ccccc34)nc(N3CCOCC3)c2C#N)cc1	105	115	93	80	96	125	59	74	90
N=C(N)SCc1ccccc1Cl	x	110	108	114	117	113	106	98	118
CC1(O)CC(CI)OC(c2ccc(Cl)cc2)C1 (stereo not given)	103	102	93	118	104	97	104	100	125

Sorted by number of heavy atoms (lowest first): some entries from above
Structure	OVCAR-4	SK-OV-3	OVCAR-8	DU-145	SF-268	OVCAR-5	U251	PC-3	OVCAR-3
N=C(N)SCc1ccccc1Cl	x	110	108	114	117	113	106	98	118
COc1ccc2nc(N)ccc2c1	87	104	86	87	95	108	92	73	105
N/C(=N\c1nc2ccccc2s1)C(Cl)(Cl)Cl	94	92	96	98	104	102	91	91	106
CC1(O)CC(CI)OC(c2ccc(Cl)cc2)C1 (stereo not given)	103	102	93	118	104	97	104	100	125
O=c1cc(-c2ccccc2)oc2cc(O)ccc12	144	110	100	145	97	96	108	108	96
Clc1ccc(CSc2cnnc3ccccc23)cc1Cl	67	93	91	93	87	89	83	77	76
CC(=O)Nc1ccc2c(c1)CN1C(=O)c3ccccc3C1=N2	108	109	x	123	109	112	101	96	109
CCNC(=O)c1[nH]cc(-c2ccccc2)c1-c1ccccc1OC	101	108	99	108	100	102	98	93	108
CC(=O)c1ccc(-n2c(-c3cc(-c4ccsc4)n[nH]3)n[nH]c2=S)cc1	105	104	99	110	107	98	102	84	113
CCOC(=O)C(Cc1cn(C)c2ccccc12)(NC(C)=O)C(=O)OCC	94	107	109	104	96	106	98	90	106
CCN(CC)CCCNc1nc(SC)nc(-c2cccc([N+](=O)[O-])c2)c1C#N	92	97	97	108	88	92	x	99	106
C=CCSc1nnc(-c2ccc3nc(-c4cc(OC)c(OC)c(OC)c4)[nH]c3c2)o1	104	103	112	105	110	128	121	104	120
Cc1ccc(-c2csc(NC(=O)c3cc(-c4ccccc4)nc4ccc(Cl)cc34)n2)cc1	101	100	70	98	88	102	101	91	94
COc1ccc(/C(C)=C(\c2ccc(Cl)cc2)c2ccc(OCCN3CCOCC3)cc2)cc1	96	112	97	105	94	94	96	79	97
COc1ccc(-c2nc(N/N=C/c3c[nH]c4ccccc34)nc(N3CCOCC3)c2C#N)cc1	105	115	93	80	96	125	59	74	90
COC(=O)CCCNC(=O)C(c1ccc(O)c(O)c1O)N(C(=O)c1cc(O)c(O)c(O)c1)c1ccc(Cl)cc1 (stereo not given)	101	78	96	105	98	100	89	81	99
COc1ccc(C(=O)Cn2cnc3c(Nc4cc(C(=O)Nc5ccc(N6CCN(CCO)CC6)cc5)ccc4C)ncnc32)cc1	106	99	104	105	99	104	105	105	100

Additional records:
Structure	OVCAR-4	SK-OV-3	OVCAR-8	DU-145	SF-268	OVCAR-5	U251	PC-3	OVCAR-3
O=C1C(Br)=CC(Br)(Br)C=C1Br	109	105	90	104	95	112	98	91	100
N=C(N)Oc1ccc(Cl)cc1	102	109	95	107	99	104	100	97	106
C=C1C(=O)O[C@H]2[C@H]1CC/C(COC(=O)c1ccc3ccccc3c1)=C\CC[C@@]1(C)O[C@@H]21	-37*	83	-21*	-81*	-41*	-53*	-67*	-64*	-93*
N#C/C(=C\c1ccc(-c2ccccc2F)o1)c1nc2ccccc2c(=O)[nH]1	104	107	100	103	99	99	96	100	111
c1cnc2ccc3ncccc3c2c1	110	106	95	117	107	164	104	x	103
Nc1cc(N)ncn1	99	125	116	110	102	96	104	98	112
CS(=O)(=O)c1ccc(-c2nc3ccccn3c2/C=N/Nc2nc(-c3ccccc3)cs2)cc1	100	115	97	105	105	103	105	95	109
COc1ccc2c(c1)C(=O)/C(=C/c1cccc(OCC(=O)c3ccccc3)c1)O2	-55*	121	-30*	13	36	38	42	-43*	-84*
COc1cc(C(=O)Nc2cc(O)c(C/C=C(\C)CCC=C(C)C)c(O)c2)cc2c1O[C@]1(C)CC[C@@H](O)C(C)(C)[C@H]1C2	33	18	30	27	25	48	6.6*	18	5.5*
COC(=O)c1cccc([N+](=O)[O-])c1Br	104	96	102	110	102	98	98	95	116
CCCC(C)OC(=O)c1cccc([N+](=O)[O-])c1 (stereo not given)	x	115	112	118	105	112	107	105	109
CCn1c(SCC(=O)Nc2cccc(C(=O)/C=C/c3cc(OC)c(OC)c(OC)c3)c2)nc2ccccc2c1=O	40	102	34	14	38	28	30	47	14
CCCCC1COc2cccc3c2N1C=C/C3=C\C(=O)N(C)c1cccc(Cl)c1 (stereo not given)	73	95	97	103	98	102	101	90	96
O=C(O)c1ccc(-n2cc(CNc3cc(Br)cc(C(F)(F)F)c3)c(-c3ccc(F)cc3)n2)cc1	85	105	58	96	89	111	65	57	x
COC1=CC(=O)C(C)=CC1=O	100	102	100	115	110	108	97	112	117
O=C(Cn1cc(CN2C(=O)c3ccccc3S2(=O)=O)nn1)Nc1ccccc1	105	81	95	99	95	115	x	102	106
OCCNc1nc(Nc2ccc(C3=NN(c4cc(Cl)cc(Cl)c4)C(c4ccc(Cl)cc4)C3)cc2)nc(N2CCOCC2)n1 (stereo not given)	78	x	79	86	81	97	71	69	92
O=C1CCC(N2C(=O)c3cccc(NCCOCCOCCOCCC(=O)NCCCC(=O)NC(c4ccc5c(c4)OCO5)c4cc(Cl)c5cccnc5c4O)c3C2=O)C(=O)C1 (stereo not given)	60	51	33	60	24	64	27	32	11
O=C1[C@H]2Cc3c([nH]c4ccccc34)[C@H](c3ccc(Br)cc3)N2C(=O)CN1C1CCN(CC2CCCCC2)CC1	83	88	85	79	67	106	56	60	x
Oc1c(-c2[nH]c3ccccc3c2O)[nH]c2ccccc12	99	61	105	113	107	112	107	84	104
CCCCN(CCCC)CC1CC(C(C)(C)C)CCC1O (stereo not given)	101	96	101	120	107	95	95	80	112
COc1ccc(-c2nc(SCC(C)C)nc(Nc3ccccc3)c2C#N)cc1	-12*	98	74	100	88	103	51	87	46
COc1cccc(/C=N/NC(=O)CSc2nc3ccccc3c(=O)n2Cc2ccc(S(N)(=O)=O)cc2)c1	90	115	68	102	86	96	95	83	102
Cc1noc(C)c1-c1cc(O)cc(C(O)c2ccccc2)c1 (stereo not given)	32	44	39	88	71	73	x	48	47
O=S(=O)(Nc1nccs1)c1ccc(Nc2nc(-c3ccccn3)cs2)cc1	102	117	108	116	102	111	104	105	115
CC(O)c1ccc(NC(=O)C2CCN(c3nc(C(F)(F)F)ccc3C#N)CC2)cc1 (stereo not given)	82	94	96	99	103	91	78	80	96
COc1ccc(C(=O)c2cc(C(C)=O)c3ccc(C(C)=O)cn23)cc1	105	130	101	121	128	99	104	96	163
CNc1ccc(Cc2c[nH]c3ccccc23)cc1	98	116	101	107	70	106	95	83	92
COC(=O)c1cc(Nc2ccc(O)c3c2C(=O)c2c([N+](=O)[O-])ccc(O)c2C3=O)cc(C(=O)OC)c1	81	82	65	-59*	55	50	75	71	55
O=[N+]([O-])c1ccc(NS(=O)(=O)c2ccccc2)cc1	95	99	95	110	98	95	94	97	114
Cc1ccc(C(=O)CCCCC(=O)c2ccc(C)cc2)cc1	x	101	104	104	94	101	100	98	96
COc1ccc(/C=C2/SC(N3CCN(c4ccc(Cl)cc4)CC3)=NC2=O)cc1OC	92	101	100	98	96	97	94	91	109
C#CCSc1nnc(-c2ccncc2)o1	110	105	100	109	103	102	95	89	112

Compounds as they come (roughly 9.5% active in at least one column).
